CHO-K1 Ca antag = nonselective inhibitor or artifact in parental CHO-K1 cells; hit rate 0.6% among 360,000; ATP-induced calcium, Fluo-8 fluorescence; AID 602250; inhibition, % at 3 µM;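 active = inhibition above a per-plate cutoff, the plate's mean sample inhibition plus 3 SD, cut at about 24% in these data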;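 also: 0% = DMSO plus EC80 ATP and 100% = DMSO alone without ATP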
OXTR agonist = human OXTR agonists, primary screen, fluorescence, CHO-OTR cells, Fluo-8 calcium. hit rate 0.32% among 320,000. activation, % at 3 µM. Fluo-8 calcium fluorescence; normalized: DMSO 0%, oxytocin 100%. AID 2435, 2010. Oxytocin receptor (Homo sapiens), P30559;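 active = activation above the mean of all tested compounds plus 3 SD, cutoff set per screening run, cut at about 20% in these data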;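 also: peak over basal fluorescence ratio from a 100 s FLIPR kinetic read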
GPR7 antag = GPR7 receptor antagonists, primary screen, cell-based, fluorescence, single concentration | Neuropeptides B/W receptor type 1 (Homo sapiens), P48145 | GPR7-expressing cells, fluorescence antagonist assay | inhibition, % at 4.4 µM | hit rate 1.1% among 290,000 | AID 1861, 2009; in the data active = inhibition above about 16%, passing the limit was not always enough;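 also: cells stimulated with the agonist NPW; 0% = agonist with vehicle and 100% = vehicle without agonist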
Target sequence (P48145 whole entry, looked up): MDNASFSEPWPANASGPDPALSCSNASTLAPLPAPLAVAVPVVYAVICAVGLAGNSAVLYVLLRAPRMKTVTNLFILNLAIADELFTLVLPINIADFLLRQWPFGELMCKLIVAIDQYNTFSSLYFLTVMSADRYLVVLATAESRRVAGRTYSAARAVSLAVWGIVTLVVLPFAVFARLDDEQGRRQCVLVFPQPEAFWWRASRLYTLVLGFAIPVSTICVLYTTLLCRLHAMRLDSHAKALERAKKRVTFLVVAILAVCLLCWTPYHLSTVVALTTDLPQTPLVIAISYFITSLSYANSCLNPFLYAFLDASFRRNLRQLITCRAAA
CHO-K1 Ca ag = counter-screen for M1 agonists: effect in parental CHO-K1 cells; Fluo-8 calcium fluorescence; scaled to maximal ATP response, vehicle zero; activation, % at 3 µM; hit rate 0.48% among 360,000; AID 602248, 2012; in the data active = activation above about 15%;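 also: untransfected CHO-K1 host cells lacking M1 receptor as counterscreen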
TAAR1 antagonist = human TAAR1 antagonists, primary screen, Fluo-8 calcium fluorescence, CHO RD-HGA16 cells | Trace amine-associated receptor 1 (Homo sapiens), Q96RJ0 | hit rate 1.5% among 360,000 | antagonist | inhibition, % at 3 µM;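 active = inhibition above a per-plate cutoff, the mean inhibition of test compounds on that plate plus 3 SD, cut at about 49% in these data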;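 also: 0% = DMSO plus EC80 beta-PEA response and 100% = DMSO alone without agonist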
Target sequence (Q96RJ0 whole entry, looked up): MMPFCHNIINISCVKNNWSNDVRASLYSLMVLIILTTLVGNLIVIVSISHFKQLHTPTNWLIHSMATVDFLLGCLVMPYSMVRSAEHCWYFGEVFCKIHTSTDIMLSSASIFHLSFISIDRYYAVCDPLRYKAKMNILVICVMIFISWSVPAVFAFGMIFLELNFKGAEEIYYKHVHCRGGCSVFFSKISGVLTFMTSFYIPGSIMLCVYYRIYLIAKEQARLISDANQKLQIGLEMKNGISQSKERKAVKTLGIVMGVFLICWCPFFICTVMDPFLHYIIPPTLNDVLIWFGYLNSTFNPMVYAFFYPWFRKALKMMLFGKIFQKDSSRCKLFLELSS
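Test system – hTAAR1-expressing CHO RD-HGA16 cells, Gα16-coupled · Reagent – β-PEA at EC80 concentration, post-compound challenge · Compound dosing – 3 µM, single point · Timing – 140 s kinetic read after compound, 140 s after agonist · Detection – Fluo-8 intracellular calcium dye fluorescence, real-time kinetic reads · Control set – DMSO and EC80 PEA controls · Repeats – n of 1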
M1 PAM parental = nonselective calcium activators in parental CHO-K1 cells, primary screen, counter-screen for M1 PAM project, cell-based, Fluo-8 calcium fluorescence, full deck, 1536-well; activation, % at 3 µM; AID 602247, 2012; ATP EC20; 0% at ATP EC20, 100% at ATP max; hit rate 0.02% among 360,000;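 active = activation above the run cutoff, the mean activation of all test compounds plus 3 SD, cut at about 40% in these data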;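 also: peak over basal fluorescence ratio in a 140 s read after ATP addition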
OXTR potentiate = human OXTR potentiators, primary screen, fluorescence, CHO-OTR cells, Fluo-8 calcium. hit rate 0.061% among 320,000. activation, % at 3 µM. AID 2445, 2010. Fluo-8 calcium fluorescence, potentiator mode; 0% = oxytocin EC15, 100% = EC100;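 active = activation above that plate's cutoff, the mean activation of tested compounds plus 3 SD, cut at about 6.6% in these data, passing the limit was not always enough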;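 also: 100% uses oxytocin at 75 nM as the full agonist control; some results filed as inactive read as strong as hits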
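Dosing: Single dose, 3.0 µM nominal final compound concentration | Material: Human OTR in CHO cells | Technique: Kinetic Fluo-8 calcium fluorescence | Benchmarks: EC15 oxytocin alone as 0%, 75 nM oxytocin as 100% | Probe or stimulus: Oxytocin at about EC15, sub-maximal agonist stimulus | Incubation: Compound 6 min at room temperature before oxytocin, 100 s read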
V1aR counter = agonists of human V1a receptor, primary screen, counter-screen for OXTR agonist project, fluorescence, CHO-V1R cells | Vasopressin V1a receptor (Homo sapiens), P37288 | Fluo-8 calcium fluorescence, agonist mode; 0% DMSO, 100% 3 nM vasopressin | activation, % at 3 µM | hit rate 0.25% among 320,000 | AID 2797, 2010;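 active = activation above the mean activation of all tested compounds plus 3 SD, per screening run, cut at about 20% in these data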;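 also: signal is peak over basal fluorescence ratio across a 100 second FLIPR read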
Target sequence (P37288 whole entry, looked up): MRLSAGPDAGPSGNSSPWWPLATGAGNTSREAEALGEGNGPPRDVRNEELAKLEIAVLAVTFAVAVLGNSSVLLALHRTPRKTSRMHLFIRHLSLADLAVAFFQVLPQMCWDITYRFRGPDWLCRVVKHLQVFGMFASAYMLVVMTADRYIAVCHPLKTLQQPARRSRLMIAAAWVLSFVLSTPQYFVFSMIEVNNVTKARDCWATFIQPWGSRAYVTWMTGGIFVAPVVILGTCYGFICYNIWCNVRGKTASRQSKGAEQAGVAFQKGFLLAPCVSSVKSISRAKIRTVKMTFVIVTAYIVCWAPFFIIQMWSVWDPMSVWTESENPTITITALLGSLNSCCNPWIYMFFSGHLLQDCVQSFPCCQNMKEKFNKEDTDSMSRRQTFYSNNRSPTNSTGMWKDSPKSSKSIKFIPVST
CHO parental Ca = ATP-evoked calcium signal inhibitors, parental CHO, primary screen, counter-screen for OX1R antagonist project, cell-based, fluorescence, Fluo-8 calcium dye | hit rate 0.63% among 330,000 | inhibition, % at 5.6 µM | parental CHO-K1, ATP-induced calcium, Fluo-8 fluorescence;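 active = inhibition above that plate's mean sample inhibition plus 3 SD, cut at about 26% in these data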;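 also: 0% = ATP-challenged DMSO wells and 100% = DMSO wells without ATP; some compounds past the cut are filed as inactive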
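Test system: untransfected parental CHO cell line; also added: ATP stimulus; dosing: 5.6 µM, single dose; signal: calcium-sensitive Fluo-8 fluorescence; measure: percent inhibition of ATP-evoked calcium rise, normalized to controls; benchmarks: low control ATP plus DMSO, high control DMSO only; replication: one well per compound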
An asterisk follows results filed as active; . = no result given.

SMILES	CHO-K1 Ca antag	OXTR agonist	GPR7 antag	CHO-K1 Ca ag	TAAR1 antagonist	M1 PAM parental	OXTR potentiate	V1aR counter	CHO parental Ca
CCOc1ccc(NC(=O)CN(C)C(=O)C2CCN(C(=O)c3ccc(Cl)cc3)CC2)cc1OCC	13	-1.3	.	-0.4	-9	-22	-1	0.5	-7
COCCSc1nnc(NC(=O)C2CC(=O)N(CCc3ccc(F)cc3)C2)s1 (stereo unspecified)	-8	0.6	-8	7.0	-10	5	0	0.5	7
CO/N=C(\c1nonc1N)N1CCN(c2ccc([N+](=O)[O-])cc2Cl)CC1	-5	6.0	-1	8.3	17	26	-9	6.3	5
CSc1ncccc1C(=O)OCC(=O)c1cc(C)n(CC2CCCO2)c1C (stereo unspecified)	-14	2.7	11	5.9	-16	15	-1	2.2	-6
CCN(CC)c1ccc(N=Nc2ncn[nH]2)cc1	-5	-0.1	-10	-0.3	15	-2	-7	-0.6	-1
CC1(C)Oc2ccc3ccc(=O)oc3c2-c2cn[nH]c21	-10	-2.0	-20	0.3	-7	22	4	-1.1	-26
Cc1ccc(S(=O)(=O)N2CCOCC2)cc1C(=O)OCC(=O)c1ccc(Br)cc1	-9	1.3	.	0.0	-9	11	-6	1.2	-9
COc1ccc(C(=O)COC(=O)CNC(=O)c2ccc(Cl)cc2Cl)c(OC)c1	1	-0.4	.	8.5	-36	4	-3	0.2	-7
O=C1CN(C(=O)CSc2nnc(-c3ccccc3)n2Cc2ccc3c(c2)OCO3)c2ccccc2N1	-8	-0.8	-6	0.6	2	15	-16	0.1	-23
O=C(CSc1ncccn1)N/N=C/c1ccccc1[N+](=O)[O-]	1	0.8	-4	0.4	2	13	-1	0.5	5
CCN(C(=O)C1CCN(c2nc(-c3ccc(OC)cc3)no2)CC1)c1ccccc1	-6	-1.6	-6	5.2	-2	27	-3	1.7	-8
O=S(=O)(NN=Cc1ccc(O)cc1O)c1cc(Cl)c(Cl)cc1Cl	6	.	.	-0.1	-12	-4	.	.	.
COc1ccc(NC(=O)CN(C)C(=O)c2cccc(S(=O)(=O)Nc3ccccc3Cl)c2)cc1	1	0.0	.	0.2	-3	-29	-5	-0.3	-13
O=C(O)CCSc1nc2ccccc2s1	-17	0.5	9	0.2	-4	4	-5	0.7	-6
CS(=O)(=O)c1nc(S(=O)(=O)c2ccc(Cl)cc2)c(NCCN2CCOCC2)s1	-4	1.7	-11	0.6	7	21	0	2.1	-11
O=C(CN1C(=O)c2ccccc2C1=O)NCC(=O)OCC(=O)c1ccc(Br)cc1	-12	0.4	-8	2.7	0	15	-5	2.5	2
Cc1nn(-c2ccccc2)c(N)c1C1(O)C(=O)Nc2ccccc21 (stereo unspecified)	-16	0.3	-11	1.2	-20	11	-11	-0.5	11
O=C1CCC/C(=N/NC(=O)C2CCN(S(=O)(=O)c3cccs3)CC2)C1	8	0.4	-12	-0.4	-7	2	-2	1.0	-7
CCc1cc2cc(C(=O)Nc3ccc(F)cc3)sc2s1	0	-0.9	-23	2.2	26	14	-7	-0.1	-1
O=C(COC(=O)c1cccc(S(=O)(=O)N2CCN(c3ccc(F)cc3)CC2)c1)NCC1CCCO1 (stereo unspecified)	5	2.4	-6	3.1	-4	-11	-6	3.0	-3
Fc1ccc(-c2nnc3n2CCCCC3)cc1	0	0.5	-13	-0.4	8	7	-4	-0.6	-15
CCOC(=O)C1(Cc2ccccc2)CCN(Cc2ccc(C3CCCCO3)s2)CC1 (stereo unspecified)	-3	0.3	-8	3.6	-23	-3	-2	0.0	-25
O=C(O)C1CCCN1S(=O)(=O)c1ccccc1 (stereo unspecified)	6	1.5	-13	0.3	2	18	0	-0.3	4
Cc1nn(-c2ccccc2)c(C)c1NC(=O)COC(=O)c1ccccc1	-15	2.3	.	4.7	12	11	1	0.7	-12
COc1cccc(/C=N/NC(=O)c2cc3c(OC)c(OC)ccc3[nH]2)c1OC	6	.	8	5.1	43	4	.	.	.

Single records (already shown). Order of values: CHO-K1 Ca antag | OXTR agonist | GPR7 antag | CHO-K1 Ca ag | TAAR1 antagonist | M1 PAM parental | OXTR potentiate | V1aR counter | CHO parental Ca
CCc1cc2cc(C(=O)Nc3ccc(F)cc3)sc2s1 as listed: 0 | -0.9 | -23 | 2.2 | 26 | 14 | -7 | -0.1 | -1
CCN(CC)c1ccc(N=Nc2ncn[nH]2)cc1 as listed: -5 | -0.1 | -10 | -0.3 | 15 | -2 | -7 | -0.6 | -1

Other entries.
SMILES	CHO-K1 Ca antag	OXTR agonist	GPR7 antag	CHO-K1 Ca ag	TAAR1 antagonist	M1 PAM parental	OXTR potentiate	V1aR counter	CHO parental Ca
COc1ccc2c(-c3cnc(N4CCOCC4)nc3)c(-c3ccc(S(C)(=O)=O)cc3)sc2c1	-6	8.3	.	1.0	42	6	-6	6.7	6
CCCOP(=O)(c1ccc(N(C)C)cc1)C(O)c1cccnc1 (stereo unspecified)	-18	0.8	0	0.4	-7	0	-3	0.6	-7
Cc1cc(C)n(-c2ccc(C(=O)NCc3ccc(F)cc3)cc2)n1	-6	-0.9	3	2.8	6	12	-11	0.1	-10
COC(=O)C1=C(C)Nc2nnnn2C1c1cc(OC)ccc1OC (stereo unspecified)	-1	2.5	-15	0.3	9	-1	-5	1.8	-8
COc1cccc(/C=N/NC(=O)C(C)Sc2ccccc2)c1 (stereo unspecified)	-4	-0.7	-10	0.9	-1	26	-9	2.9	-26
O=C1c2ccccc2NC(c2ccc(-c3cccs3)o2)N1O (stereo unspecified)	-17	0.1	.	0.6	-8	25	-3	-0.1	-8
CNC(=O)CSc1nc(-c2ccccc2)c(-c2ccccc2)o1	-6	0.3	-4	0.7	-5	12	6	-0.6	-24
N/C(Cc1ccc(Cl)cc1)=N\OC(=O)Cc1ccc([N+](=O)[O-])cc1	-12	-0.8	-3	0.2	22	9	-8	0.9	-8
O=C(O)CCNS(=O)(=O)c1ccccc1	-13	-0.6	-4	0.4	-2	14	-12	-0.1	-1
CCCS(=O)(=O)NC(=O)C1(C)CCN(C(=O)COCc2ccccc2)C1 (stereo unspecified)	-10	.	.	1.2	-18	21	.	.	.
Cc1nc(NC(=O)COc2ccccc2)sc1C(=O)Nc1ccccc1	-4	0.3	-17	2.3	25	16	1	0.0	-11
O=C(Nc1ccc(Br)cc1Br)c1cccc2c1C(=O)N(C1CCCCC1)C2	-13	-2.3	-29	0.1	-28	2	-18	-0.8	-19
C[C@@H]1CN([C@@H](C)CO)C(=O)CCCn2nncc2CO[C@H]1CN(C)Cc1ccccc1C(F)(F)F	4	.	.	0.3	-17	10	.	.	.
O=[N+]([O-])c1cccc(NC(=S)Nc2nc(-c3ccccc3Cl)cs2)c1	19	10	27*	13	17	8	-16	9.3	64*
N#C/C(=C(/O)c1ccc([N+](=O)[O-])s1)c1nc2ccccc2[nH]1	-16	16	-12	4.0	-16	18	-11	13	7
Cc1cc(C(F)(F)F)nc(SCCN2CCOCC2)c1C#N	-15	-0.1	-4	0.5	-7	-4	-9	1.1	-8
CSc1ccc(OC2CCCCC2NS(=O)(=O)c2ccc(Cl)cc2)cc1 (stereo unspecified)	-5	-1.3	-13	1.1	3	28	-8	-0.4	-24
NC(=O)C[n+]1cccc(CNC(=O)c2ccc(OC(F)F)cc2)c1	-18	0.7	-4	1.0	-8	9	-1	0.9	-10
C[C@H](CO)N1C[C@H](C)[C@@H](CN(C)C(=O)Cc2ccccc2)OCc2cnnn2CCCC1=O	11	.	.	0.8	4	12	.	.	.
O=C(/C=C/c1ccccc1)NCCOc1ccccc1	-1	-1.6	-9	0.2	-28	-7	2	-1.1	-6
O=C(NCc1ccco1)C1CCCN1S(=O)(=O)c1ccccc1C(F)(F)F (stereo unspecified)	-8	-0.5	-5	0.8	-20	14	-3	2.5	-9
CCC(CO)NCC(O)COCc1ccc2c(c1)OCO2 (stereo unspecified)	-14	0.3	2	0.3	-13	13	-10	0.8	11
Cc1ccc(S(=O)(=O)N(C)C)cc1NC(=O)COC(=O)c1c(-c2ccccc2)noc1C	-21	0.4	.	2.9	-8	6	-7	-0.2	-26
O=C(c1cc(COc2ccc(F)cc2F)on1)N1CCCC(c2ccccc2)C1 (stereo unspecified)	-11	-0.1	-3	1.0	12	-11	-8	0.8	-11
CCOC(=O)c1ccc(NC(=S)N2CCCC(C(=O)OCC)C2)cc1 (stereo unspecified)	13	0.3	-15	0.0	37	-14	-2	0.5	-20
SMILES	CHO-K1 Ca antag	OXTR agonist	GPR7 antag	CHO-K1 Ca ag	TAAR1 antagonist	M1 PAM parental	OXTR potentiate	V1aR counter	CHO parental Ca
O=CN1CCCN(Cc2nc(-c3cccc(Cl)c3)no2)CC1	11	1.2	-6	1.2	2	-8	-5	2.8	-13
C/C(=N\NC(=O)Cc1ccccc1)c1ccc(Br)s1	-2	0.5	-7	1.1	-3	19	-6	1.7	-12
Cc1oc2cc(O)ccc2c(=O)c1-c1cnn(-c2ccccc2)c1	-3	0.4	4	4.1	-5	9	-15	2.5	-14
O=C(Nc1ccc2c(c1)OCCO2)C1CCN(S(=O)(=O)c2ccc(Br)s2)CC1	5	3.5	1	7.4	.	12	-20	6.2	-5
O=C(COc1coc(CN2CCN(c3cccc(Cl)c3)CC2)cc1=O)NC1CCCC1	5	0.9	.	3.1	-19	-11	-14	3.7	4
COc1cc2ccccc2cc1C(=O)Nc1ccc(C)cc1	12	-1.6	-10	11	-16	5	-7	-0.7	-13
O=C1CCCN1Cc1ccccc1	7	0.3	-10	1.2	-18	3	-2	1.3	-1
CC(C)OC(=O)CSc1nnc(Cc2ccccc2)n1C	1	-0.4	1	0.0	-7	-1	-2	0.0	-7
N#CC(C#N)C(c1ccsc1)c1c(-c2ccccc2)[nH][nH]c1=O (stereo unspecified)	-5	-0.1	-1	0.3	-2	20	0	-0.1	-6
COc1ccc2cc(CCNC(=O)CC(C)(C)C)c(=O)[nH]c2c1	-6	0.9	-12	1.7	3	13	-5	0.9	-9
COc1cc(/C=C2\SC(=S)N(NC(=O)c3ccccc3O)C2=O)ccc1O	3	13	35	13	30	2	-14	15	35*
CCOC(=O)C1=NNC2C(=O)N(CC)C(=O)C12 (stereo unspecified)	1	0.3	4	-0.1	10	2	-17	0.7	-15
CN(c1ccccc1)c1cc(=O)[nH]c(=O)[nH]1	-3	0.6	-8	-0.3	1	14	-12	1.3	2

High-throughput results: PubChem BioAssay, The Scripps Research Institute Molecular Screening Center

This is a random part of the collection, and some 3.5% of all compounds hit somewhere here.
